sEH inhibitor – soluble epoxide hydrolase inhibitors, primary screen, biochemical, human sEH. hit rate 0.34% among 91,000. inhibition, % at 2 µM. Bifunctional epoxide hydrolase 2 (Homo sapiens), P34913. recombinant human sEH enzymatic activity assay; in the data active = inhibition above about 80%; note: values of inactives mirror those of a sister screen read the other way; many of its hits are not listed in these tables
HUVEC inhibit – inhibitors of HUVEC proliferation, primary screen, cell-based, 384-well | hit rate 1.1% among 86,000 | viability, % at 10 µM (by protocol) | CellTiter-Glo luminescence, 72 h; stronger effect = lower value;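 active = viability at or below 30%; inactive = viability above 30%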;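 note: 100% = median luminescence of DMSO-only cell control wells on each plate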
H69AR inhibit – proliferation blockers of H69AR lung cancer cells, primary screen, cell-based, human, 86K library. H69AR lung tumor viability, ATP luminescence, 72 h; stronger effect = lower value. viability, % at 10 µM. hit rate 6% among 85,000. AID 598, 2007;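 active = viability at or below 40%; inactive = viability above 40%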;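 note: multidrug resistant small cell line overexpressing MRP-1 efflux transporter; 100% = mean luminescence of untreated control wells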
LYP act – LYP phosphatase activators, primary screen, biochemical, DiFMUP fluorescence, 2 µM. Tyrosine-protein phosphatase non-receptor type 22 (Homo sapiens), Q9Y2R2. recombinant LYP; 0 = plate median, 100 = signal doubled. activation, % at 2 µM. hit rate 0.11% among 96,000. AID 697, 2007;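 active = activation at 2 µM above a set limit, the mean plus 5 SD, cut at about 37% in these data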
Target sequence (Q9Y2R2 whole entry, looked up): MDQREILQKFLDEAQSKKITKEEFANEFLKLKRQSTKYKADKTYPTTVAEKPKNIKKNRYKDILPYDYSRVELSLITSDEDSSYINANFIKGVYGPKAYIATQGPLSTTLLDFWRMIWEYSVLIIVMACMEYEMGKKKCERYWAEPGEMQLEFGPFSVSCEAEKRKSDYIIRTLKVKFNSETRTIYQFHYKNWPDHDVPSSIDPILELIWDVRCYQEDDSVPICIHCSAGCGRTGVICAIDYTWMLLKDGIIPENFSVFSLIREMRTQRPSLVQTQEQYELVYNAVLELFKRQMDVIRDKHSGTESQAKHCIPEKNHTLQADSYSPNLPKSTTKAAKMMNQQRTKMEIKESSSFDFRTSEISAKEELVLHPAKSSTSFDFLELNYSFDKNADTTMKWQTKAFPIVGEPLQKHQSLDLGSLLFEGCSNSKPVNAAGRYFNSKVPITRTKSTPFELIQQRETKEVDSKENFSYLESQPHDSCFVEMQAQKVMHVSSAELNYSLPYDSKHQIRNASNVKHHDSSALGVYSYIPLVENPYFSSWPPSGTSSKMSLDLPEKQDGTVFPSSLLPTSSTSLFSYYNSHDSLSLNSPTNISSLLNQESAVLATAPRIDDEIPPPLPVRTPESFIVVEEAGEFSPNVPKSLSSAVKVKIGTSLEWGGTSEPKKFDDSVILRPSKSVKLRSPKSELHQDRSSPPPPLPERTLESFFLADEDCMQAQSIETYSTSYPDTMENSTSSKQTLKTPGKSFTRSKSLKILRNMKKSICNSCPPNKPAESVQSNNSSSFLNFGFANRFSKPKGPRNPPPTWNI
S1P2 blocker – human S1P2 receptor antagonists, primary screen, cell-based; cell-based S1P2 antagonist assay, inhibition at 5 uM; inhibition, % at 5 µM; hit rate 0.21% among 97,000; AID 736, 2007; in the data active = inhibition above about 45%;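 note: CRE beta-lactamase reporter cells expressing human S1P2 stimulated with S1P; 0% = agonist at EC80 alone and 100% = agonist plus reference antagonist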
PostGolgi ctrl – growth inhibition of yeast control strain, primary screen, counter-screen for post-Golgi transport modulator project. efflux-deficient yeast background strain, growth absorbance A615, 16 h. inhibition, % at 10 µM. hit rate 5% among 98,000; in the data active = inhibition above about 30%
Fibroblast inh – antiproliferative effect on LL 47 fibroblasts – human, LL 47 cells, CellTiter-Glo luminescence, primary screen; viability, % at 10 µM; hit rate 1.1% among 85,000; LL 47 human lung fibroblast viability, ATP luminescence; stronger effect = lower value;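 active = viability at or below 50% in the single dose screen; inactive = viability above 50%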;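 note: compound exposure lasted 72 h before the ATP readout; 100% = median luminescence of untreated cell-only wells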
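Times – overnight cell rest, 72 h compound treatment at 37 °C · Test system – human lung fibroblast line LL 47, low passage · Amount – 1,150 cells in each well · Controls – cell-only wells, no compound · Doses – 0.1% DMSO in all compound wells · Measured by – CellTiter-Glo luminescence · Buffer or medium – IMEM plus 15% FBS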
S1P2 ag – S1P2 receptor agonists, primary screen, cell-based. hit rate 0.46% among 97,000. AID 729, 2007. activation, % at 4.5 µM. S1P2-expressing cell line, agonist reporter read-out; in the data active = activation above about 16%;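 note: 0% = vehicle low control and 100% = maximal reference agonist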
sEH act – soluble epoxide hydrolase activators, primary screen, biochemical, human sEH; purified human sEH enzymatic activity, activator screen; hit rate 0.04% among 91,000; activation, % at 2 µM; Bifunctional epoxide hydrolase 2 (Homo sapiens), P34913; in the data active = activation above about 37%; note: values of inactives mirror those of a sister screen read the other way
The depositor's hits bear a star; . = not tested or not shown. These rows are one share of the data; the hit share may differ from the screen's.

Second line of a record: sEH act	LYP act	HUVEC inhibit	PostGolgi ctrl	S1P2 ag	Fibroblast inh	S1P2 blocker	H69AR inhibit	sEH inhibitor
- CCn1nc(-c2ccccc2)c2nc3ccccc3nc21
 : -2	12	88	14	-11	100	12	96	0
- CC1CCCC/C1=N\NS(=O)(=O)c1ccc(Br)cc1 (configuration not stated)
 : -5	0	101	4	-3	98	-44	97	6
- CCN(CC(=O)NCc1ccc(F)cc1)C(=O)C1CCN(C(=O)Nc2ccccc2)CC1
 : .	.	101	-1	.	94	.	90	.
- O=C(Nc1ccc(F)cc1)Nc1nnc(-c2ccncc2)s1
 : 2	-5	.	11	-8	.	9	.	-2
- CCOC(=O)N1CCC(N2Cc3cccc(C(=O)NCc4ccccn4)c3C2=O)CC1
 : 9	-12	104	5	-3	94	10	68	-8
- Cc1ccc(N2CC(C(=O)NCc3cccnc3)CC2=O)cc1 (configuration not stated)
 : 6	2	91	8	-1	97	13	93	-3
- C/C(=N\N=C(/N)SC1CC(=O)N(c2ccc(Cl)cc2)C1=O)c1cccs1 (configuration not stated)
 : -33	4	.	9	2	.	-14	.	31
- COc1ccc(CNC(=O)C2CCCN2S(=O)(=O)c2ccc(C)cc2)cc1 (configuration not stated)
 : -14	6	97	9	-7	100	5	92	14
- COc1ccc(CCNS(=O)(=O)c2ccc(C3CNC(=O)C3)cc2)cc1OC (configuration not stated)
 : -4	3	.	.	-3	.	-6	.	7
- Cc1nc(NC(=O)COc2ccccc2)sc1C(=O)Nc1ccccc1
 : 8	2	.	-10	-3	.	-16	.	-5
- COc1ccc(-c2nnc(Nc3nc4c(OC)cccc4s3)o2)c(OC)c1
 : .	.	20*	7	.	50	.	33*	.
- ClC(Br)=C(n1cnc2ccccc21)n1cnc2ccccc21
 : -5	-7	99	4	-4	93	11	87	4
- CN1/C(=N\O)c2cccc3cccc1c23
 : 21	-7	76	7	2	95	2	101	-19
- O=C(CSc1nnc(NC(=O)C2CCC2)s1)NC1CC1
 : 7	10	102	-1	-1	103	-3	94	-9
- CCn1cc(Br)c(C(=O)Nc2ccc(Cl)cc2Cl)n1
 : 2	7	89	21	-1	100	-4	89	-5

Random excerpt: 3 entries already listed
Second line of a record: sEH act	LYP act	HUVEC inhibit	PostGolgi ctrl	S1P2 ag	Fibroblast inh	S1P2 blocker	H69AR inhibit	sEH inhibitor
- CCn1nc(-c2ccccc2)c2nc3ccccc3nc21
 : -2	12	88	14	-11	100	12	96	0
- O=C(Nc1ccc(F)cc1)Nc1nnc(-c2ccncc2)s1
 : 2	-5	.	11	-8	.	9	.	-2
- ClC(Br)=C(n1cnc2ccccc21)n1cnc2ccccc21
 : -5	-7	99	4	-4	93	11	87	4

Later entries:
Second line of a record: sEH act	LYP act	HUVEC inhibit	PostGolgi ctrl	S1P2 ag	Fibroblast inh	S1P2 blocker	H69AR inhibit	sEH inhibitor
- COc1cc(NC(=O)c2ccco2)c(C(=O)OCC(=O)Nc2ncc(Cl)cc2Cl)cc1OC
 : -3	7	.	7	3	.	-32	.	3
- CCOC(=O)c1c(C2COc3ccccc3O2)csc1NC(=O)c1ccccc1 (configuration not stated)
 : 4	0	109	1	-3	98	-5	75	-4
- CC(=O)c1c(C)[nH]c(C(=O)Nc2ccc(C)c(C)c2)c1C
 : -27	-10	98	5	-5	101	-12	99	27
- CCN(CC)CCCNC(=O)c1[nH]c(C)c(C(=O)NC2CCCCC2)c1C
 : 31	2	101	-10	-3	105	-19	102	-32
- Cc1ccc(NC(=O)CS(=O)CC(=O)Nc2ccc3c(c2)OCO3)cc1Cl (configuration not stated)
 : 7	-9	93	-1	-6	102	0	90	-6
- CN1CCN(S(=O)(=O)c2ccc(Sc3nc4ccccc4[nH]3)c3nsnc23)CC1
 : 5	-1	98	-2	-3	93	3	42	-8
- Cn1cccc1Cc1nnc(SCC(N)=O)n1-c1ccc(F)cc1
 : -3	2	106	-3	-5	86	14	99	3
- CC1CCN(S(=O)(=O)c2ccc(NC(=O)Cn3nnc(-c4ccccc4)n3)cc2)CC1
 : -31	3	30	10	-7	29*	19	19*	29
- O=S(=O)(c1ccc(F)cc1)N1CCC(N2CCCC2)CC1
 : .	.	99	9	.	98	.	88	.
- CCOC(=O)C1C(=O)C=C(c2cccc(NS(C)(=O)=O)c2)CC1c1ccco1 (configuration not stated)
 : 0	6	69	.	-2	86	0	37*	-1
- C=CCn1c(COc2ccc(CC)cc2)nnc1SCC(=O)N(C)C1CCS(=O)(=O)C1 (configuration not stated)
 : .	-6	85	7	-3	94	3	103	.
- CC(C)NC(=O)C1CCCN(S(=O)(=O)c2cccs2)C1 (configuration not stated)
 : 18	-2	96	-14	0	101	12	88	-21
- COc1ccc(N2CCN(C(c3ccccc3OC)c3nnnn3Cc3ccco3)CC2)cc1 (configuration not stated)
 : .	0	104	-3	-6	102	15	82	.
- Cc1ccsc1-c1nc(CSCC(=O)NCCN2CCCC2)c(C)o1
 : 20	-5	91	34*	-11	102	5	80	-19
- O=C1CC(N2CCN(c3ccc(O)cc3)CC2)C(=O)N1Cc1cccs1 (configuration not stated)
 : -2	-3	66	-5	-3	105	-4	82	1
- COC(=O)CNC(=O)C1CCCN1C(=O)CNC(=O)OC(C)(C)C (configuration not stated)
 : 4	-1	90	-1	-7	95	4	87	-2
- Cc1noc2ncnc(Oc3ccc4ccccc4c3)c12
 : 31	7	.	31*	-6	.	14	.	-32
- S=c1nccc(-c2cc(Cl)sc2Cl)[nH]1
 : 14	-4	94	-2	1	93	-10	79	-18
- O=[N+]([O-])c1ccc(N2CCCC2)cc1N1CCCC1
 : -5	-3	.	6	-4	.	4	.	7
- CCCCOc1ccccc1NC(=O)c1ccc(=O)[nH]c1
 : 22	-12	91	9	-2	98	-4	89	-24
- Cc1c(C(=O)NCc2ccc3c(c2)OCO3)oc2ccc(S(=O)(=O)N3CCCC3)cc12
 : .	.	78	10	.	88	.	71	.
- COC(=O)c1ccc(OCC(O)CN(CCO)CCO)cc1 (configuration not stated)
 : -4	10	82	6	-11	92	20	96	4
- Cc1nc2c(c(C)nn2-c2ccccc2)c(C)c1Cl
 : 21	0	.	5	-3	.	5	.	-22
- CCC(Cc1ccccc1)NC(=O)CN(C)S(=O)(=O)c1ccc2c(c1)c(=O)n(C)c(=O)n2C (configuration not stated)
 : -3	10	105	-4	-7	99	3	91	2
- O=C(O)C1C2C=CC3(CN(C4CCCC4)C(=O)C13)O2 (configuration not stated)
 : 7	14	100	-10	-6	99	2	91	-8
- CCc1nnc(NC(=O)c2cc(S(=O)(=O)N3CCN(c4ccccc4)CC3)ccc2Cl)s1
 : -9	6	97	-8	-4	91	-32	80	9
- CN(C)CCCNC(=O)c1cc2c3ccccc3n(C)c2s1
 : 3	-3	.	0	-3	.	31	.	-1
- O=C(COC(=O)CNC(=O)c1ccco1)Nc1ccc(Cl)cn1
 : 15	-6	88	12	-1	97	-11	102	-13
- CC(C)N(C(=O)C(=O)c1cccn1-c1ccccc1C#N)C(C)C
 : -7	5	86	-2	-3	93	9	105	5
- COC(=O)C1CSC(C(=O)OC)N1C(=O)Nc1c(C)cccc1C (configuration not stated)
 : 2	-4	.	38*	-3	.	28	.	-1
- CCN=C1SC(CC(=O)Nc2ccccc2)C(=O)N1CC (configuration not stated)
 : 17	-5	.	2	-9	.	4	.	-14
- CC1(C)CC(=O)C=C(NNC(=O)C2CCCCC2)C1
 : -12	7	97	.	-3	103	-17	96	12
- Oc1ccc2oc3c(c2c1)CCCC3
 : -5	9	71	2	-2	100	4	82	7
- O=C(c1ccc(Cl)cc1)C1C2C(=O)N(c3ccccc3)C(=O)C2C2CCCN21 (configuration not stated)
 : 10	5	98	3	-3	85	8	102	-9
- O=c1nc(-c2ccccc2)cn[nH]1
 : 1	-2	97	0	-4	99	7	104	0
- CC(=O)OC(C(=O)N1CCN(c2ccccc2F)CC1)c1ccccc1 (configuration not stated)
 : 6	13	95	16	-9	109	-7	91	-4
- O=C(O)CCSc1nnc(-c2ccc3c(c2)OCO3)o1
 : 22	13	80	4	-2	98	1	86	-25
- O=C(OCC(=O)N1CCN(C(=O)c2ccco2)CC1)c1sc2ccccc2c1Cl
 : 14	15	105	12	-5	100	16	89	-12
- CC1CCCN(C(=O)c2cc3c(-c4ccc(Cl)cc4)nn(C)c3s2)C1 (configuration not stated)
 : 0	-10	88	2	-3	93	-18	62	-1
- Cc1ccccc1Oc1ccc(-c2nc(N)nc(N)n2)cc1
 : 13	14	77	15	-2	103	-15	94	-13
- COc1ccc(NC(=O)C(CCS(C)(=O)=O)NC(C)=O)cc1 (configuration not stated)
 : -1	8	92	5	-6	100	12	90	3
- CCOC(=O)C1=C(C)NC2=C(C(=O)CC(C)(C)C2)C1c1cccc(C)n1 (configuration not stated)
 : 7	4	100	2	1	102	2	61	-8
- O=C(O)CCCC(=O)Nc1nc(-c2ccccc2)cs1
 : 8	-2	103	10	-2	98	6	106	-10
- CCCCCCCCCC(=O)N/N=C/c1ccc(C)s1
 : -76	2	.	33*	-1	.	-10	.	76
- OC(C#Cc1ccccn1)c1cccs1 (configuration not stated)
 : -7	0	7.9*	0	-9	85	21	13*	7

Compound profiles, as listed above. Order of screens: sEH act | LYP act | HUVEC inhibit | PostGolgi ctrl | S1P2 ag | Fibroblast inh | S1P2 blocker | H69AR inhibit | sEH inhibitor
CCCCCCCCCC(=O)N/N=C/c1ccc(C)s1 is listed as -76 | 2 | . | 33* | -1 | . | -10 | . | 76
C=CCn1c(COc2ccc(CC)cc2)nnc1SCC(=O)N(C)C1CCS(=O)(=O)C1 (configuration not stated) is listed as . | -6 | 85 | 7 | -3 | 94 | 3 | 103 | .
CN(C)CCCNC(=O)c1cc2c3ccccc3n(C)c2s1 is listed as 3 | -3 | . | 0 | -3 | . | 31 | . | -1

Going on with the list:
Second line of a record: sEH act	LYP act	HUVEC inhibit	PostGolgi ctrl	S1P2 ag	Fibroblast inh	S1P2 blocker	H69AR inhibit	sEH inhibitor
- Fc1ccc(C2CC(c3ccco3)=NN2c2ccccc2)cc1 (configuration not stated)
 : 14	13	.	11	5	.	-2	.	-13
- O=C(Nc1ccccc1C(=O)NCCc1ccccc1)c1ccco1
 : -8	4	83	9	-11	95	8	73	7
- CNC(=O)COc1ncnc2sc(C)c(C)c12
 : 3	5	90	4	-10	104	3	84	-3
- Cc1cc(NC(=O)CSc2cn(CCNC(=O)c3ccc(F)cc3)c3ccccc23)no1
 : -3	0	86	4	-2	109	12	70	3
- Cn1c(=O)c2c(nc(CN3CCN(Cc4ccccc4)CC3)n2CCN2CCOCC2)n(C)c1=O
 : .	19	94	-1	-6	96	4	85	.
- CCC1Oc2ccccc2N(CC(=O)NCCCN2CCCCC2C)C1=O (configuration not stated)
 : 4	15	93	0	-8	102	24	84	-4
- O=C(O)CCC(=O)Nc1ccc(C(=O)N2CCCCC2)cc1
 : -2	-6	103	-6	-2	102	2	94	2
- Cc1cc(C)c(NC(=O)C(C)Sc2nnc(-c3ccco3)n2-c2ccccc2)c(C)c1 (configuration not stated)
 : -6	-1	.	11	-6	.	6	.	9
- O=C(COc1ccccc1)Nn1cnc2ccccc21
 : -1	-3	93	7	-1	100	7	102	5
- NC(=O)c1ccccc1NC(=O)Nc1cccc(Cl)c1
 : 1	2	.	20	-2	.	25	.	-1
- N#Cc1c(N)nc(SCc2ccccc2)c(C#N)c1-c1ccco1
 : .	-10	83	37*	6	90	-20	72	.
- COCCCNC(=O)CCc1nc(-c2ccccc2)no1
 : 1	4	107	8	-7	97	6	86	-2
- C=C(C)Cn1c(CCNC(=O)C(C)C)nc2ccccc21
 : 5	7	97	41*	-4	101	-6	97	-5
- COc1cccc(C(=O)Nc2cc(C(=O)NCCc3ccccc3)ccc2Cl)c1
 : -25	-9	.	3	-5	.	-2	.	26
- COc1cc(=O)[nH]c(=O)n1CC(=O)c1ccccc1
 : -6	-4	.	2	-2	.	1	.	6

Screening data deposited in PubChem by several laboratories.
